# Screening data as filed in PubChem.
# LGR2 antag – Drosophila LGR2 receptor signaling inhibition. HEK293 LGR2, CRE-luciferase, bursicon-stimulated, 4 h. inhibition, % at 9.99 µM. 380,000 tested, 0.35% active. AID 720647;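 active means drop in luminescence signal, shown as inhibition above about 50% in the replicate tests, limit read from the data, passing the limit was not always enough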;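 further: agonist challenge used bursicon conditioned medium at about half maximal strength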
# ARNT-TACC3 inh – ARNT/TACC3 interaction disruption. AlphaScreen His-ARNT PAS-B/GST-TACC3 binding, luminescence; TACC3 fragment carries E629A point mutation. Q9Y6A5. 390,000 tested, 0.66% active. AID 623870. inhibition, % at 9.99 µM;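 active means mean inhibition of replicates at least 50% and at least half of replicates each reaching 50%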;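 further: 0% = complete ARNT plus TACC3 wells and 100% = ARNT alone without TACC3; many hits fall short of the cut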
# * = called active by the depositor. This is a subset (hit frequency here may not be typical).
molecule	LGR2 antag	ARNT-TACC3 inh
O=C(Cc1ccccc1)N1CCC(c2nc(-c3ccc(F)cc3)no2)CC1	10	-4
O=C(O)CC1NC(=S)N(c2ccccc2)C1=O (stereo unspecified)	11	-4
O=C(Nc1ccc2c(c1)OCCO2)C1CCC1	-8	-35
COc1cccc2[nH]c3c(N4CCC(C(N)=O)CC4)ncnc3c12	-26	-5
Cc1ccccc1NC1=NS(=O)(=O)c2ccccc21	6	-1
Cc1ccccc1NC(=O)c1cc(S(=O)(=O)N2CCOCC2)ccc1F	-3	26
COc1ccc(C2NC(=S)NC(O)(C(F)(F)F)C2C(=O)c2cccs2)cc1 (stereo unspecified)	-24	-1
CCOc1ccc(CCNC(=O)C2CCN(S(=O)(=O)N3CCC(C)CC3)CC2)cc1OCC	-11	-5
N#Cc1nc(N2CCOCC2)nc(N2CCOCC2)n1	8	-3
Cc1cc(C(=O)NCCCN2CCCC2=O)no1	2	4
COC(=O)Nc1ncc(CN2C(=O)c3ccccc3C2=O)s1	-23	-10
CC(C)CCn1c(N2CCOCC2)nc2c1c(=O)n(CC(N)=O)c(=O)n2C	-4	1
Cc1cc(C)c2c3c(sc2n1)C(c1cccc(F)c1)C(C#N)=C(N)O3 (stereo unspecified)	14	4
COC(=O)C(CCCCNC(=O)c1ccc([N+](=O)[O-])cc1)NC(=O)c1ccc([N+](=O)[O-])cc1 (stereo unspecified)	7	-3
Cn1nc(C(C)(C)C)cc1C(=O)NCc1ccc(N2CCCC2=O)cc1	5	3
CCOC(=O)C1=C(C)NC2=C(C(=O)CC(C)(C)C2)C1c1ccsc1 (stereo unspecified)	-14	4

# Looked up by structure from the list above:
molecule	LGR2 antag	ARNT-TACC3 inh
COC(=O)Nc1ncc(CN2C(=O)c3ccccc3C2=O)s1	-23	-10
Cc1ccccc1NC1=NS(=O)(=O)c2ccccc21	6	-1
CC(C)CCn1c(N2CCOCC2)nc2c1c(=O)n(CC(N)=O)c(=O)n2C	-4	1
Cc1cc(C)c2c3c(sc2n1)C(c1cccc(F)c1)C(C#N)=C(N)O3 (stereo unspecified)	14	4

# Additional compounds
molecule	LGR2 antag	ARNT-TACC3 inh
Cc1sc2nc(SCC(=O)N3CCCCC3)[nH]c(=O)c2c1C	-10	-4
CC(=O)Nc1ccc(S(=O)(=O)N2CCSC2c2ccccc2)cc1 (stereo unspecified)	7	-13
O=C(NCc1ccco1)C(c1ccc(F)cc1)N(Cc1cccnc1)C(=O)Cn1nnc2ccccc21 (stereo unspecified)	13	-1
CCCCSc1nc2ccccc2n1CC(=O)O	-5	-8
Cc1cc(=O)oc2ccc(OCC(=O)N3CCc4ccccc43)cc12	-1	1
CCOC(=O)N1CCN(C(=O)c2ccc(NC(C)=O)cc2)CC1	-1	2
COC(=O)c1ccccc1-c1ccc(/C=N/NC(=O)c2cc3ccccc3o2)o1	13	1
COCCNC(=O)CC(NS(=O)(=O)c1ccc(C)cc1)c1ccco1 (stereo unspecified)	-3	0
Cc1[nH]n(-c2ccccc2)c(=O)c1S(=O)(=O)c1ccccc1	17	17
CN(C)S(=O)(=O)c1ccc(N2CCCC2)c(C(=O)Nc2nc3c(ccc4ccccc43)s2)c1	12	-4
COc1ccc(OC)c(NS(=O)(=O)c2ccc(NC(=O)C3COc4ccccc4O3)cc2)c1 (stereo unspecified)	7	-2
O=c1oc2cc(OCc3ccc(C(F)(F)F)cc3)ccc2cc1-c1ccccn1	21	-1
Cc1cccc2nc(CSc3nc4ccc([N+](=O)[O-])cc4[nH]3)c(Br)n12	-36	-17
COc1ccc(CCN2C(=O)c3cccc4cccc(c34)C2=O)cc1OC	21	-3
CCOC(=O)c1cc(NC(=O)N(CC)CC)c(C)nc1C	5	1
COCCn1c(-c2ccccc2F)n[nH]c1=S	3	-1
CS(=O)(=O)NCCSCc1ccccc1	-16	-14
CCn1c(CSc2nc3ccccc3s2)nnc1SCC(N)=O	-15	1
COc1ccc(NC(=O)C(NC(C)=O)C(=O)NCc2ccccc2Cl)cc1 (stereo unspecified)	1	2
CCNC(=S)NNC(=O)c1cccnc1	15	-5
O=c1cc(Cl)[nH]c(=O)n1CCNc1ncc(C(F)(F)F)cc1Cl	-29	-14
O=C(NCCN1CCOCC1)c1ccc2c(c1)N(Cc1ccccc1)C(=O)CS2	12	-7
CCOC(=O)c1cnn(-c2ccc(C(F)(F)F)cn2)c1N	-83	-12
COc1ccc(Cl)cc1C(=O)NNC1CC(=O)N(Cc2ccc(Cl)cc2)C1=O (stereo unspecified)	8	15
COc1ccc(CN(Cc2ccccn2)C(=O)CN2C(=O)C(C)Oc3ccccc32)cc1 (stereo unspecified)	-3	-2
CCN1CCCc2cc(CN(CCN3CCOCC3)C(=O)Nc3ccc(C)c(C)c3)ccc21	3	31
O=C(Cc1ccccc1)Nc1c2c(nn1-c1cccc(Cl)c1)CS(=O)(=O)C2	-6	-2
O=S(=O)(Nc1cccc2cn[nH]c12)c1ccc(F)cc1	-5	-9
O=P(O)(O)c1ccccc1OCCOCCOc1ccccc1P(=O)(O)O	-15	21
O=C(/C=C/c1cccc([N+](=O)[O-])c1)Nc1ccc(NC(=O)c2cccs2)cc1	17	-2
COc1ccc(C2C(C(C)=O)=C(Nc3ccccc3)CC(C)(O)C2C(C)=O)cc1OC (stereo unspecified)	-7	11
CCCC(=O)NC(C)C(c1cccs1)N1CCN(c2ccccc2)CC1 (stereo unspecified)	4	-1
Cc1occc1C(=O)NCc1ccc(C(=O)O)o1	27	-23
C=C(C)CNC(=S)N/N=C(\C)c1ccc(-n2ccnc2)cc1	-34	-4
CCOC(=O)c1c(NC(=S)Nc2ccc(Cl)cc2)sc(C)c1C	3	-2
Cn1c(SCC(=O)N2CCN(c3ccccc3)CC2)nnc1-c1ccncc1	33	0
CCN(CC)C(=O)c1sc(NC(=O)Cc2ccc(OC)cc2)c(C#N)c1C	-14	3
CCOc1cc2c3c(c1)C(C)CC(C)(C)N3C(=O)C2=O (stereo unspecified)	-7	-2
Cc1nc(NNC(=O)c2ccccc2)cc(-c2ccccc2)n1	8	20
O=c1nc2ccccc2c2n1CC(CN1CCN(c3cccc(Cl)c3)CC1)N2 (stereo unspecified)	16	10
O=c1c2cnn(-c3ccccc3)c2nc(-c2cccs2)n1-c1ccc(Cl)cc1	10	-3
S=C(Nc1ccccn1)c1ccccn1	-58	8
Cc1cc(C)c(-c2noc(C(=O)OC(C)(C)C)c2C(=O)OC(C)(C)C)c(C)c1	18	16
CCn1c(=O)cc(SCC(=O)N2CCC(C)CC2)c2ccccc21	7	-5
COC(=O)CSc1snnc1-c1ccc(Cl)cc1Cl	15	-78
O=C(N1CCOCC1)N1CCN(C(c2ccccc2)c2ccccc2)CC1	5	0
COc1ccc(C2Sc3nncn3N2Cc2ccc(C#N)cc2)cc1 (stereo unspecified)	-24	-7
CCc1ccc(OCC(=O)NNC(=O)Cc2cccs2)cc1	15	5

# Entries listed so far containing a Cl atom (eight):
molecule	LGR2 antag	ARNT-TACC3 inh
COc1ccc(NC(=O)C(NC(C)=O)C(=O)NCc2ccccc2Cl)cc1 (stereo unspecified)	1	2
O=c1cc(Cl)[nH]c(=O)n1CCNc1ncc(C(F)(F)F)cc1Cl	-29	-14
COc1ccc(Cl)cc1C(=O)NNC1CC(=O)N(Cc2ccc(Cl)cc2)C1=O (stereo unspecified)	8	15
O=C(Cc1ccccc1)Nc1c2c(nn1-c1cccc(Cl)c1)CS(=O)(=O)C2	-6	-2
CCOC(=O)c1c(NC(=S)Nc2ccc(Cl)cc2)sc(C)c1C	3	-2
O=c1nc2ccccc2c2n1CC(CN1CCN(c3cccc(Cl)c3)CC1)N2 (stereo unspecified)	16	10
O=c1c2cnn(-c3ccccc3)c2nc(-c2cccs2)n1-c1ccc(Cl)cc1	10	-3
COC(=O)CSc1snnc1-c1ccc(Cl)cc1Cl	15	-78

# (list continues)
molecule	LGR2 antag	ARNT-TACC3 inh
O=C(NCc1ccc(F)cc1)N[C@@H](Cc1ccccc1)C(=O)O	9	-21
O=C(O)C1CCCCC1C(=O)NCCc1ccccc1 (stereo unspecified)	-6	7
Cc1ccc(N2C(N)=C(C#N)C3(C(=O)N(C)c4ccccc43)C3=C2CC(C)(C)CC3=O)cc1Cl (stereo unspecified)	11	-3
COC(=O)[C@H](CCSC)NC(=O)N1CCN(c2cccc(C(F)(F)F)c2)CC1	4	14
Cc1ccc(-n2c(C)cc(/C=N/Nc3ccc([N+](=O)[O-])cn3)c2C)cc1	14	-1
O=C(NCc1ccc(N2CCCC2=O)cc1)NC1CCCCC1	5	1
CCN(CC)CCOC(=O)/C=C/c1ccccc1OC	-3	-1
COc1ccc(Cn2nnnc2C(c2ccccn2)N2CCN(c3cc(Cl)ccc3C)CC2)cc1 (stereo unspecified)	35	-6
Cc1sc(NC(=O)c2ccc(Br)s2)c(C(N)=O)c1C	-16	1
Cc1ccc(NC2(C#N)C(=O)Nc3ccccc32)cc1 (stereo unspecified)	0	-1
Cc1ccc(S(=O)(=O)N(CCO)Cc2cc3ccc(C)c(C)c3[nH]c2=O)cc1	15	-8
CCCCSc1nnc([C@@H]2CCCN2C(=O)OC(C)(C)C)o1	21	-10
O=c1c2ccccc2sn1-c1ccc(S(=O)(=O)N2CCCCC2)cc1	-1	1
Cc1noc(C)c1S(=O)(=O)N(C)CC(=O)Nc1ccc(F)cc1	13	-11
O=C1CC(Nc2ccc(N3CCOCC3)cc2)C(=O)N1Cc1ccccc1 (stereo unspecified)	3	12
COc1ccc(C(=O)NC(=S)NC2CCSC2=O)cc1 (stereo unspecified)	-25	1
CCOc1ccc2c(c1)nc(SCC(=O)c1ccc(Br)s1)n2C	-14	2
COc1ccccc1N1CCN(C(=O)C(=O)N/N=C/c2cccc(O)c2)CC1	-10	-2
O=C(NC(c1ccccc1)c1ccccc1)N1CCN(CCO)CC1	3	-1
COc1ccc(CCNCCC(=O)Nc2c(C)cc(C)cc2C)cc1OC	8	-5
Cc1ccc(-n2nc(C(=O)O)cc2-c2ccccc2)cc1	10	2
Cc1onc(-c2ccccc2)c1C(=O)N1CCCc2ccccc21	29	-27
COc1ccc(-c2cc(OC)c3ccccc3n2)cc1	-18	-13
O=C(CCN1C(=O)C2C3C=CC(C3)C2C1=O)Nc1ccc2ncccc2c1 (stereo unspecified)	-4	-1
CC(C)CC1CC(=O)OC1(C)C(=O)CSc1nc2ccccc2s1 (stereo unspecified)	-30	2
COc1ccc(/C=C(\C#N)C(=O)Nc2cc(S(=O)(=O)N3CCCCC3)ccc2N2CCCCC2)cc1	32	1
CCN(CC)CCCNC(=S)N1CCn2c(nc3ccccc32)C1	-1	2
O=C(NCn1ccc(=O)[nH]c1=S)c1ccccc1	-5	-9
Cc1ccc(C)c(OCc2nnc(N)s2)c1	-35	10
O=C1Nc2ccccc2C(=O)C1(Cl)Cc1ccccc1 (stereo unspecified)	-1	-4
CCN(CCCNC(=O)CN1C(=O)COc2ccccc21)c1ccccc1	4	-1
CCOC(=O)NC(=O)CN1C(=O)NC(C)(c2ccccc2)C1=O (stereo unspecified)	-27	-3
Cc1cc(C(=O)CSc2n[nH]c(-c3ccccc3F)n2)c(C)n1Cc1cccs1	0	-20
CCOC(=O)c1ccc(NC(=O)Cn2nnc3ccccc32)cc1	-71	-10
O=C(CSc1nnc(-c2cccs2)n1CC1CCCO1)c1cc2ccccc2o1 (stereo unspecified)	-8	-4
CCOC(=O)C(C)Sc1nc2ccccc2c(=O)n1CC1CCCCC1 (stereo unspecified)	-9	-3
OCCNc1nc2ccccc2n1-c1ccccc1	18	-9
Cc1ccc2nc(Cl)c(CN(Cc3cccs3)C(=O)C3CC3)cc2c1	-3	-2
O=C(NCc1ccc2c(c1)OCO2)c1ccc2c(c1)C(=O)N(CC1CCCO1)C2=O (stereo unspecified)	17	-4
CCOC(=O)c1cc(-c2ccccc2)n(CCC(=O)NC(C)CC)c1C (stereo unspecified)	18	0
CCOc1ccc(NC(=O)N2CCC(c3ccc(C)cc3)C2)cc1 (stereo unspecified)	-15	-3
CCOC(=O)c1csc(NC(=O)CSc2nnnn2-c2ccc(OC)cc2)n1	-1	-1
O=C(Nn1cnnc1)c1cc2cc(Br)ccc2oc1=O	5	7
S=C(NCCN1CCOCC1)Nc1cccc(Cl)c1	-5	-5
O=C(NC(Nc1ncccn1)C(=O)c1ccccc1)c1ccccc1 (stereo unspecified)	-10	-11
CCNC(=O)CC1C(=O)N(c2ccccc2)C(=O)N1CCc1ccc(OC)c(OC)c1 (stereo unspecified)	-13	2
C1CSC2(N1)C1CC3CC(C1)CC2C3 (stereo unspecified)	5	-4
O=C(Nc1ccccc1)N1CC=C(c2ccc(F)cc2)CC1	-73	-3
CC1CN(Cc2nc3c(c(=O)[nH]c(=O)n3C)n2CCN2CCOCC2)CC(C)O1 (stereo unspecified)	1	-6
CCn1c2ccccc2c2nnc(SCC(=O)Nc3cc(C)on3)nc21	4	-4
COC(=O)c1ccc(NC(=O)c2ccc(CN3CCOCC3)cc2)cc1	-33	20
CCOC(=O)c1cnn2c(N)c(C#N)nnc12	-15	5
N=C1/C(=C/c2cccn2Cc2ccc(Cl)cc2)C(=O)N=C2SC=CN12	2	2
COc1ccc(Cl)c(S(=O)(=O)N2CCCC2)c1	-9	-13
CCOC(=O)Cn1nc(-c2ccc(Cl)cc2)ccc1=O	-8	-8
CCOc1ccc(-c2nc(CSc3nnc(N)s3)cs2)cc1OC	-69	17
CC(C)(C)C1CCc2c(sc(NC(=O)c3cccs3)c2C(N)=O)C1 (stereo unspecified)	-68	-1
